High-throughput results deposited in PubChem BioAssay by several laboratories.
GPR55 beta-arrestin = GPR55 agonists via beta-arrestin recruitment, primary screen, imaging, U2OS cells, beta-arrestin-GFP redistribution (AID 1961) | U2OS GPR55 beta-arrestin-GFP redistribution imaging; higher % means a stronger effect | activation, % at 10 µM, or EC50 in µM where a hit was titrated | hit rate 0.048% among 290,000;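 active = activation above 40% with more than 50 cells counted in the well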;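 note: U2OS osteosarcoma cells stably expressing GPR55 and beta-arrestin-GFP; plate controls were DMSO negative control for no effect and LPI positive control for full effect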
TNAP activation fold = stimulation of alkaline phosphatase TNAP activity – biochemical, luminescent, no phosphate acceptor, uHTS, primary screen (AID 1001). hit rate 0.03% among 200,000. purified TNAP, luminescent activation assay, no phosphate acceptor; higher activation fold means a stronger effect. one-dose activation fold at 20 µM; EC50 in µM for titrated hits; in the data active = activation fold from about 3, or a potency from the dose series; inactive = the rest, 99 in 100 with activation fold below about 1.6; note: many of its hits are not listed in these tables
ER stress rescue = rescue of cells from ER stress-induced death, primary screen, 384-well, CSM14.1, thapsigargin, ATP luminescence (AID 1222); CSM14.1 thapsigargin-induced death rescue, ATP luminescence; higher % means a stronger effect; cellular ATP content (survival), % at 20 µM, or EC50 in µM where a hit was titrated; 190,000 tested, under 10 active;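 active = EC50 below 50 µM in the dose-response confirmation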;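 note: death triggered by thapsigargin at about 15 µM added after 2 h compound pretreatment; cell ATP read after overnight thapsigargin exposure of roughly 18 to 22 hours; normalized against plate controls of thapsigargin alone and 5% DMSO vehicle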
KOR beta-arrestin-1 = KOR antagonists, beta-arrestin recruitment, cell-based, luminescence, uHTS (AID 1778) | KOR beta-arrestin recruitment, luminescence, antagonist mode; higher % means a stronger effect | one-dose inhibition, % at 10 µM; IC50 in µM for titrated hits | hit rate 0.091% among 290,000; note: strong numbers were not always called active
NTR1 agonist = agonists of NTR1, primary screen, imaging, U2OS cells, beta-arrestin-GFP, high content (AID 493036) | NTR1-U2OS beta-arrestin-GFP spot imaging, agonist mode | hit rate 0.17% among 330,000 | activation, % at 20 µM;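 active = activation at or above 40% of the spot to cytoplasm intensity ratio, with at least 20 cells analyzed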;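 note: 0% = DMSO without peptide and 100% = 100 nM NTR1 peptide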
Target sequence (P30989 whole entry, looked up): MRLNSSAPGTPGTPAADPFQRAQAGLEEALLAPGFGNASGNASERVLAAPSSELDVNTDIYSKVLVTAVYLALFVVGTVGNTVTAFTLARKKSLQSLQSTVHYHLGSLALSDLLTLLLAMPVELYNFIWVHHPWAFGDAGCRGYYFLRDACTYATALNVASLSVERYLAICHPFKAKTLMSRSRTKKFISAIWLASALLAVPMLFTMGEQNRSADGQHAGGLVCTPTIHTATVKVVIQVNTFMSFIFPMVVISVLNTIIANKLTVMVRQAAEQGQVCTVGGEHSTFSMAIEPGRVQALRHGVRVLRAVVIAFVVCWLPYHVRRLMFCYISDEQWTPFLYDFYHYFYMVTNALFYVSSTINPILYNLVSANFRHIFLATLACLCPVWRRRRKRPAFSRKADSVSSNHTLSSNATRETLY
NOD1 inhibition = NOD1 signaling inhibitors, primary screen, cell-based, luminescence, uHTS (AID 1578); NOD1-driven NF-kB luciferase reporter cells, luminescence; higher % means a stronger effect; inhibition, % at 4 µM; hits with a dose series show EC50 in µM; hit rate 1% among 290,000; in the data active = inhibition mostly above about 36%, no sharp cut-off; inactive = mostly below about 34%;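 note: HEK-293T reporter cells stimulated with the NOD1 agonist gamma-tri-DAP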
HEK293 NOD2/NF-kB = NOD2 signaling inhibitors, cell-based, luminescence, uHTS, HEK293 (AID 1566). hit rate 0.63% among 290,000. HEK293 NOD2/NF-kB luciferase reporter, luminescence; higher % means a stronger effect. inhibition, % at 4 µM, or EC50 in µM where a hit was titrated; note: many of its hits are not listed in these tables
Yfh1-depleted yeast = enhancers of respiration in Yfh1-depleted yeast, dose response, Friedreich's ataxia, plus single-dose screen (AID 1465); hit rate 0.074% among 220,000; S. cerevisiae Yfh1-off respiration, WST-1 reduction, 72 h; higher fold induction means a stronger effect; one-dose fold induction at 50 µM; EC50 in µM for titrated hits;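 active = fold induction of absorbance versus untreated yeast above a set limit, then at least 30% activation at any dose in follow-up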;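 note: activators that raise dye reduction in frataxin-depleted yeast; strong numbers were not always called active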
KOR beta-arrestin-2 = kappa opioid receptor activators – cell-based, luminescence, uHTS, primary screen (AID 1777) | KOR beta-arrestin recruitment, luminescence; higher % means a stronger effect | one-dose activation, % at 10 µM; EC50 in µM for titrated hits | hit rate 0.02% among 280,000; in the data active = activation above about 50%, passing the limit was not always enough; note: a part of the inactive calls stands beside numbers as strong as those of hits
NTR1 agonist cell count 20 µM = also measured in NTR1 agonist; calls as there; cell count; measured here: cell count, cytotoxicity flag
Numbers without * were called inactive; i = inactive; x = no result given; [ ] = another dose, or the depositor's remark. Cut-off read from the data, not from the text of the source, unless noted: active = inhibition above about 50%; inactive = the rest. Not all compounds are listed; rates above refer to the full screens.

No.	Molecule	GPR55 beta-arrestin	TNAP activation fold	ER stress rescue	KOR beta-arrestin-1	NTR1 agonist	NTR1 agonist cell count 20 µM	NOD1 inhibition	HEK293 NOD2/NF-kB	Yfh1-depleted yeast	KOR beta-arrestin-2
1	CCN(CC)CCNc1nc2c(c(=O)[nH]c(=O)n2C)n1CC(O)COc1ccc(Cl)cc1Cl (stereo not drawn)	-0.3%	1	-0.3%	-30%	-0.2	27	-10%	11%	i	-1.0%
2	COc1cc(C2CC(=O)Oc3c2c(=O)n(C)c2ccccc32)cc(OC)c1OC (stereo not drawn)	0.2%	1.1	0.7%	14%[20 µM]	-1.3	28	-25%	9%	i	x
3	CCCCc1c(O)nc2ccccn2c1=O	-0.2%	1.2	0.8%	-15%	-2.1	62	0%	9%	i	-4.2%
4	CC1=NC(=O)C(N=Nc2cccc(C(=O)O)c2)N1c1ccccc1 (stereo not drawn)	-0.1%	1	0.9%	5%	-1.7	62	0%	-176%	i	1.1%
5	Nc1cc(=O)[nH]n1C1CCCC1	0.0%	1	-1.2%	-16%	0.5	50	-20%	0%	i	2.3%
6	CC1Oc2ccccc2OC1C(=O)Nc1ccccn1 (stereo not drawn)	0.1%	1.1	-1.1%	-2%	-0.8	57	-18%	0%	i	-4.2%
7	COc1ccc(-c2nn(-c3ccccc3)cc2C(=O)O)cc1OC	0.2%	1.1	-1.0%	-2%	0.5	51	5%	0%	i	4.2%
8	COC(=O)C1CCN(C(=O)C2CCN(C(=O)[C@@H](NS(=O)(=O)c3ccc(C)cc3)C(C)C)CC2)CC1	-0.2%	x	x	-27%[20 µM]	0.4	90	x	x	x	-2.6%
9	CCCCOP(=O)(c1ccc(N(C)C)cc1)C(O)c1ccncc1 (stereo not drawn)	-0.3%	1	0.7%	-2%	2.4	81	7%	8%	i	0.1%
10	COc1ccc(OC)c(-c2cc(C(=O)Nc3cccc(Cl)c3)no2)c1	-0.1%	1.2	-0.1%	4%	1.1	45	-7%	33%	i	1.2%
11	Cc1ccc(-n2nnc3c(=O)n(CC(=O)OCc4ccccc4)cnc32)cc1	1.0%	1.1	x	0%	1.8	48	-36%	8%	i	-4.9%
12	COc1ccccc1NC(=O)C1CCCN1S(=O)(=O)c1ccc(Cl)cc1 (stereo not drawn)	-0.1%	x	x	-48%	0.7	61	24%	-24%	x	3.7%
13	Cc1ccc(S(=O)(=O)N2CCc3cc4c(cc3C2C)OCCCO4)cc1 (stereo not drawn)	-0.1%	x	x	8%	1.1	78	1%	14%	x	6.3%
14	COC(=O)c1[nH]c2ccc(Cl)cc2c1NC(=O)CN1CCc2cc(OC)c(OC)cc2C1	0.2%	1	-1.7%	24%	-1.2	38	-29%	-13%	i	-3.9%
15	CN(C)CCCCOc1ccccc1F	0.1%	1.1	1.7%	1%	2.0	61	-16%	6%	i	-0.9%
16	Cc1ccc(C)n1NC(=O)c1cccs1	-0.1%	1.1	-0.8%	31%	-1.3	40	0%	11%	i	1.0%
17	COc1ccc(N2CCN(CCC(O)c3ccc4ccccc4c3)CC2)cc1 (stereo not drawn)	0.0%	x	x	-37%	0.1	104	2%	-26%	x	4.3%
18	CN(Cc1cccs1)C(=O)/C=C/c1ccccc1[N+](=O)[O-]	0.2%	1.1	0.8%	8%	0.9	47	-26%	-8%	i	-2.6%
19	COc1cc(NC(=O)c2csc(-c3ccncc3)n2)cc(C(=O)Nc2cccc(C(F)(F)F)c2)c1	-0.1%	x	x	-34%	-1.7	83	12%	23%	i	5.7%
20	COc1ccc(NC(=O)CSc2cc(C)ccc2C)cn1	-0.1%	1	-1.1%	1%	2.3	33	-19%	22%	i	-4.1%

Reprinted from the part before: two compounds; new compounds follow.
No.	Molecule	GPR55 beta-arrestin	TNAP activation fold	ER stress rescue	KOR beta-arrestin-1	NTR1 agonist	NTR1 agonist cell count 20 µM	NOD1 inhibition	HEK293 NOD2/NF-kB	Yfh1-depleted yeast	KOR beta-arrestin-2
19	COc1cc(NC(=O)c2csc(-c3ccncc3)n2)cc(C(=O)Nc2cccc(C(F)(F)F)c2)c1	-0.1%	x	x	-34%	-1.7	83	12%	23%	i	5.7%
20	COc1ccc(NC(=O)CSc2cc(C)ccc2C)cn1	-0.1%	1	-1.1%	1%	2.3	33	-19%	22%	i	-4.1%
21	CCOc1ccc(-c2nnn(CC#N)n2)cc1OC	-0.1%	1.1	-5.2%	-37%	1.9	53	-31%	-17%	i	-1.5%
22	Cc1cc(C)n(-c2ncc(-c3ccccc3)nn2)n1	0.7%	1.2	-0.3%	38%	0.2	50	-14%	-25%	i	17%
23	Cc1ccc(NC=C(S(=O)(=O)c2ccccc2)S(=O)(=O)c2ccccc2)c(C)c1	0.3%	1.1	0.2%	9%	0.5	33	x	21%	i	-2.1%
24	COc1ccc(CN2C(=O)CC(Cc3cc(C)cc(C)c3)C2=O)cc1OC (stereo not drawn)	0.3%	1	-1.3%	-13%	0.0	57	-22%	16%	i	-4.3%
25	C=CCn1c(-c2cccn(Cc3ccccc3)c2=O)n[nH]c1=S	-0.1%	0.8	-0.8%	12%	-1.5	83	4%	15%	i	0.0%
26	CCCCNC(=O)CN(c1ccc(Cl)c(Cl)c1)S(C)(=O)=O	0.0%	1.1	5.5%	-11%	1.5	31	-33%	5%	i	2.4%
27	COC(=O)Nc1ccc(S(=O)(=O)N2CCC(C(=O)N3CCC(C)CC3)CC2)cc1	0.9%	1.1	x	-12%	1.0	52	-34%	9%	i	2.7%
28	CN(C)CCNS(=O)(=O)c1ccc(N2CCN(c3ccc(F)cc3)CC2)c([N+](=O)[O-])c1	0.3%	1.2	0.0%	-22%	5.8	42	-46%	21%	i	5.7%
29	Fc1ccc(NCc2cccnc2)cc1F	0.0%	1.1	0.1%	36%	1.1	71	-12%	8%	i	-9.1%
30	O=C1S/C(=C\c2ccccc2)C(=O)N1CC(O)Cn1c2ccccc2c2ccccc21 (stereo not drawn)	-0.3%	1.1	-2.4%	12%	x	x	10%	4%	i	1.4%
31	CC1CCN(C(=O)Cn2cc(C(=O)c3ccco3)c3ccccc32)CC1	-0.1%	1	-0.6%	-20%	-1.2	84	-31%	8%	i	3.2%
32	O=C1OCc2cc(NC(=O)C3COc4ccccc4O3)ccc21 (stereo not drawn)	-0.2%	1.1	-3.3%	4%	8.0	40	-13%	-4%	x	0.9%
33	O=C(NCC1CCCO1)c1cc2n(n1)C(C(F)(F)F)CC(c1ccc(Br)cc1)N2 (stereo not drawn)	-0.1%	1.1	-0.8%	-2%	1.7	71	-14%	6%	i	0.1%
34	CN(C)/C=C/C(=O)c1cnc(-c2ccccc2Cl)s1	-0.3%	1	-1.4%	-10%	0.9	52	-21%	-89%	i	-2.3%
35	Cc1cc(NC(=O)CCC(=O)N(CC(=O)NC2CCCC2)Cc2ccc(F)cc2)no1	-0.2%	1.1	0.3%	-15%	-0.2	43	-24%	-13%	i	1.9%
36	O=C(CNCc1ccc(Cl)cc1)Nc1ccc2c(c1)OCCO2	0.6%	1.2	-0.8%	8%	-1.3	44	-39%	-4%	i	0.1%
37	CCc1[nH]nc2c1C1(CCN(C(=O)OCc3ccccc3)CC1)C(C#N)=C(N)O2	0.4%	0.9	-4.5%	-14%	3.8	92	-28%	-2%	i	5.2%
38	N/C(CCS(=O)(=O)c1ccc(Cl)cc1)=N\OC(=O)c1ccccc1Cl	0.1%	x	x	13%	-0.1	47	-7%	5%	i	-1.0%
39	O=C(N/N=C/c1cccc(O)c1)NC1CCCCC1	0.0%	1.1	-2.3%	19%	-0.3	93	-39%	-6%	i	-0.4%
40	Nc1nc(=S)c2ncn(C3OC(CO)C(O)C3O)c2[nH]1 (stereo not drawn)	1.1%	x	x	27%	x	x	-8%	16%	i	-0.7%
41	COc1cccc(C2C(C#N)=C(N)Oc3cc(C)n(Cc4ccco4)c(=O)c32)c1 (stereo not drawn)	-0.2%	1.1	-1.0%	-34%	-0.8	36	-4%	6%	i	-2.2%
42	O=C1CCc2cc(S(=O)(=O)N3CCC(C(=O)NCc4ccccn4)CC3)ccc2N1	0.5%	1	x	6%	1.7	48	-16%	6%	x	-0.3%
43	CC1CCc2sc(C(=O)N(C)CC(=O)Nc3ccc(N4CCOCC4)cc3)cc2C1 (stereo not drawn)	0.4%	x	x	-3%	0.6	43	-13%	-2%	x	6.3%
44	O=C(Cc1ccccc1)NCC1OCCc2ccccc21 (stereo not drawn)	0.0%	1.1	0.8%	-2%[20 µM]	-1.2	37	-16%	13%	i	-4.8%
45	COc1ccc(C(=O)N/C(=C\c2cn(C)c3ccccc23)C(=O)OCCN(C)C)cc1	-0.1%	x	x	14%	0.2	56	-6%	14%	i	-0.5%
46	COc1cccc(NC(=O)Cn2cc(C=O)c3ccccc32)c1	0.1%	x	x	-10%[20 µM]	0.7	52	19%	42%	x	0.6%
47	O=C(NCCN1Cc2ccccc2C1=O)c1cccs1	0.2%	1.1	-2.4%	6%	1.5	50	-11%	-10%	i	-5.4%
48	COc1cc(/C=C2\SC(=S)N(NC(=O)c3ccc(O)c(OC)c3)C2=O)ccc1O	0.0%	x	x	15µM*	-0.4	106	-9%	1%	x	-2.0%
49	Cc1ccc(S(=O)(=O)n2ccc(OC(=O)c3cccs3)n2)cc1	-0.1%	1.1	-2.0%	-100%	5.8	72	-25%	14%	i	2.0%
50	CCc1cccc2c1NC(=O)C21N2CCCC2C(C(=O)c2ccc3ccccc3c2)C12C(=O)Nc1ccccc12 (stereo not drawn)	-0.2%	1	0.3%	12%	23	30	-14%	-22%	i	-2.2%
51	CC(NC(=O)c1cccnc1)C(c1cccs1)N1CCN(c2ccccc2F)CC1 (stereo not drawn)	-0.1%	x	x	0%	1.1	63	4%	15%	i	-1.1%
52	Cc1ccccc1C(=O)c1cccn1CC(=O)NCCCc1ccccc1	0.1%	x	x	-36%	-0.1	54	30%	-15%	x	1.4%
53	Cc1nn(C)c(C(=O)N/N=C/c2cccc(Oc3ccccc3)c2)c1Br	0.0%	x	x	15%	3.4	27	-1%	15%	x	1.8%
54	O=C(CCS(=O)(=O)c1ccc(Br)s1)N1CCc2ccccc21	-0.1%	1.2	0.8%	22%	4.9	49	-45%	-10%	i	1.5%
55	COc1ccc(N2C(=O)c3cccc4cccc(c34)C2=O)cc1	-0.1%	x	x	21%	1.5	58	-8%	-4%	x	-3.0%
56	CCOC(=O)c1ccc(-n2c(=S)sc3c(=O)[nH]c(C)nc32)cc1	-0.1%	1.1	x	34%	6.6	72	-35%	40%	i	-5.2%
57	Cc1cc(N(C)C)c(C#N)c(N2CCOCC2)n1	-0.2%	1.1	5.1%	9%	0.0	41	8%	-11%	i	-9.2%
